DAX1 inh-1 = DAX1 (NR0B1) inhibitors on StAR promoter, primary screen, cell-based, luminescence, SF-1 (NR5A1), full-length DAX-1; HEK293T StAR-luciferase reporter, SF-1/DAX-1 repression relief; inhibition, % at 6.8 µM; actives 1.1% (n = 370,000); AID 652010, 2013;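 active means inhibition above the mean over all tested compounds plus 3 SD, cut at about 3.6% in these data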;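 further: 0% = DAX-1 cells with DMSO and 100% = cells lacking DAX-1 with DMSO; higher inhibition means more luminescence from relief of DAX-1 repression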
DAX1 inh-2 = DAX1 (NR0B1) inhibitors, primary screen, cell-based, HEK293, Gal4-DAX1, luciferase luminescence. Nuclear receptor subfamily 0 group B member 1 (Homo sapiens), P51843. HEK293 Gal4-DAX1 luciferase reporter. inhibition, % at 6.75 µM. actives 0.99% (n = 340,000). AID 504766, 2011;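 active means inhibition above the mean over all tested compounds plus 3 SD, cut at about 4.2% in these data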;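 further: 0% = DAX1-transfected cells with DMSO and 100% = empty-vector control cells with DMSO; inhibition shows as a rise in luminescence from relieved DAX1 repression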
Target sequence (P51843 207-470 limits assumed): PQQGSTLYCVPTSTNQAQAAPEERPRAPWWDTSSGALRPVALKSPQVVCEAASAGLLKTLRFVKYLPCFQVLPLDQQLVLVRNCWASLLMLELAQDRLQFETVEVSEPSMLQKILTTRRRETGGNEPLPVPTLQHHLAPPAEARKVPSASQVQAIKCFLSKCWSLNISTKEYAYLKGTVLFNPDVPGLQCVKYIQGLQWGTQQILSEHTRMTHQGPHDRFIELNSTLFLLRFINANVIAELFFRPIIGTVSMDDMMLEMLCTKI
PLC-beta3 inh = human PLC-beta3 inhibitors, primary screen, biochemical, fluorescence | 1-phosphatidylinositol 4,5-bisphosphate phosphodiesterase beta-3 (Homo sapiens), Q01970 | Purified PLC-beta3, fluorogenic substrate | inhibition, % at 12.2 µM | actives 0.18% (n = 370,000); in the data active means inhibition above about 11%;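 further: 0% = median of compound wells on plate and 100% = full blocker control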
hgDAF-12 ag = H. glycines DAF-12 receptor agonists, primary screen, cell-based, luminescence, HEK293, GAL4 fusion, UAS-luciferase; activation, % at 6.8 µM; actives 1.8% (n = 370,000); Nuclear hormone receptor DAF-12 (Heterodera glycines), GAL4 fusion; HEK293 GAL4-hgDAF12 UAS-luciferase reporter, agonist luminescence; normalized to butyrate control;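 active means activation above a cutoff set at the mean of all screened compounds plus 3 SD, cut at about 10% in these data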;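 further: 0% = DMSO wells and 100% = sodium butyrate wells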
ssDAF-12 act = S. stercoralis DAF-12 nuclear receptor activators, primary screen, cell-based, luminescence, HEK293, GRIP1 co-expression, lit1-tk-luc; actives 1% (n = 370,000); activation, % at 6.8 µM; AID 652126, 2013; Nuclear hormone receptor DAF-12 (Strongyloides stercoralis); HEK293 ssDAF-12/GRIP1 lit1-tk-luc reporter; % of 3 µM dafachronic acid response;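 active means activation above the mean over all tested compounds plus 3 SD, cut at about 0.9% in these data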;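 further: 0% = DMSO-only wells and 100% = 3 µM delta7-dafachronic acid wells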
MBD2 inh = inhibitors of MBD2 binding to methylated DNA, primary screen, biochemical, TR-FRET, DNA-binding domain, human. actives 0.31% (n = 370,000). AID 686964, 2013. Methyl-CpG-binding domain protein 2 (Homo sapiens), Q9UBB5. inhibition, % at 4.4 µM. MBD2 binding to methylated oligonucleotide; in the data active means inhibition above about 13%
Rev-erbA mod = modulators of Rev-erb alpha DNA binding, primary screen, biochemical, FITC-DNA, fluorescence polarization, uHTS; activity, % at 10 µM; AID 1259318, 2017; Rev-erbα–FITC-DNA binding, 90 min; actives 0.79% (n = 370,000);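 active means activity above about 14%, limit read from the data; passing the limit was not always enough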;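 further: 0% = DMSO wells with 35 nM protein and 100% = DMSO wells with 750 nM protein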
Target sequence (P20393 whole entry, looked up): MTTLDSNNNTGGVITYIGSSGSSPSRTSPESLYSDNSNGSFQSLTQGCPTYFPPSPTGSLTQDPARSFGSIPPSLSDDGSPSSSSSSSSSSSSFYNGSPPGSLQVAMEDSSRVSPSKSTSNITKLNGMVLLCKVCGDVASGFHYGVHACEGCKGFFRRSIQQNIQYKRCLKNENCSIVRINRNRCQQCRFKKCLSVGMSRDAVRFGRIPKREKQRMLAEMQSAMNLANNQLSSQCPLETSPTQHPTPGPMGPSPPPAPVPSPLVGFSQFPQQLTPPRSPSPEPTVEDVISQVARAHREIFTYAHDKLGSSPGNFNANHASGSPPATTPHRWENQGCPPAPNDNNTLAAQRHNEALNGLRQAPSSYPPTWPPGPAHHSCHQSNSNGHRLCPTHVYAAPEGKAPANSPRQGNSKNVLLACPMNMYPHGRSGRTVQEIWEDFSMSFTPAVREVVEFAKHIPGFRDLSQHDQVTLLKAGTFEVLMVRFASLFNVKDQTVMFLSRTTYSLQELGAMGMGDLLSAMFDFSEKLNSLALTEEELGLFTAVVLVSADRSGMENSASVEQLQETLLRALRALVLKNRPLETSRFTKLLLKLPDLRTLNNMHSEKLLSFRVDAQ
hcDAF-12 act = H. contortus DAF-12 nuclear receptor activators, primary screen, cell-based, luminescence, HEK293, lit1-tk-luc reporter. HEK293 hcDAF-12 lit1-tk-luc reporter; 0% DMSO, 100% Δ7-dafachronic acid. activation, % at 6.8 µM. actives 1.4% (n = 370,000). AID 652067, 2013;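 active means activation above the mean of all tested compounds plus 3 SD, cut at about 5.5% in these data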;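 further: 100% = response to 3 µM Δ7-dafachronic acid high control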
SMARCA2 act = SMARCA2 (BRM) function activators, primary screen, cell-based, luminescence, high throughput; MG213 cells, MMTV-luciferase reporter, dexamethasone, overnight; activation, % at 9.1 µM; actives 1% (n = 370,000); AID 652017, 2013; in the data active means activation above about 7.8%;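 further: 0% = vehicle wells and 100% = reference activator wells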
ADAM17 inh = ADAM17 inhibitors, primary screen, biochemical, QFRET; AID 720648, 2013; inhibition, % at 6.95 µM; recombinant ADAM17, EDANS/DABCYL FRET peptide cleavage; actives 0.83% (n = 370,000); Disintegrin and metalloproteinase domain-containing protein 17 (Homo sapiens), P78536;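 active means inhibition above the mean of compounds lying between control limits plus 3 SD, set per campaign, cut at about 8.5% in these data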;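 further: 0% = DMSO-only wells as the low control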
PLC-gamma1 inh = PLC-gamma1 enzyme inhibitors, primary screen, biochemical, fluorescence, purified enzyme; 1-phosphatidylinositol 4,5-bisphosphate phosphodiesterase gamma-1 (Homo sapiens), P19174; fluorogenic substrate; inhibition, % at 12.2 µM; actives 0.84% (n = 370,000); AID 720700, 2013; in the data active means inhibition above about 9.5%
* marks the source's active call; other numbers are inactive results; i = inactive; / = no result given.

| Molecule | DAX1 inh-1 | DAX1 inh-2 | PLC-beta3 inh | hgDAF-12 ag | ssDAF-12 act | MBD2 inh | Rev-erbA mod | hcDAF-12 act | SMARCA2 act | ADAM17 inh | PLC-gamma1 inh |
| --- | --- | --- | --- | --- | --- | --- | --- | --- | --- | --- | --- |
| C=CCSc1nsc(NC(=O)Nc2cccc(C(C)=O)c2)n1 | -1.1 | -2.1 | -6.7 | 2.8 | -2.1 | -1.0 | -3.3 | -3.9 | -6.6 | 4.1 | -0.3 |
| Nc1ccc2nc(CCCCCCCCc3nc4ccc(N)cc4[nH]3)[nH]c2c1 | 0.0 | 1.9 | -9.9 | -1.8 | -1.0 | -2.0 | -1.1 | -0.1 | -6.1 | 13.2* | -1.5 |
| COCCNc1ncnc2nc[nH]c12 | 0.4 | 1.0 | 4.0 | -0.3 | -1.4 | -0.1 | 4.0 | -0.9 | 1.8 | -0.1 | 7.1 |
| NS(=O)(=O)c1cccc(NC(=O)/C=C/c2cccs2)c1 | 1.5 | -0.8 | -6.8 | 7.4 | -0.8 | -2.8 | -3.4 | 1.2 | -0.2 | -0.3 | 1.0 |
| Cn1cnc([N+](=O)[O-])c1Sc1n[nH]c(N)n1 | 0.7 | -0.9 | -3.6 | 0.0 | -0.9 | 2.2 | -0.7 | -2.1 | -0.1 | -4.3 | 1.8 |
| CC(=O)N(C)c1ccc(NC(=O)Nc2cccc3ccccc23)cc1 | 1.4 | 3.0 | -70.6 | 9.5 | -1.3 | -1.3 | 5.2 | 0.5 | 5.2 | -33.3 | -35.2 |
| Cc1ccc(CN2CCNC(=O)C2CC(=O)O)cc1 (stereo not drawn) | 1.7 | 2.3 | 2.4 | -1.2 | -2.2 | -2.4 | -2.5 | -1.9 | 4.0 | 0.4 | 1.1 |
| O=C(CCCN1C(=O)c2cccc3cccc(c23)C1=O)NCc1cccs1 | 0.8 | -0.4 | 0.9 | 1.1 | -0.3 | -2.0 | 0.7 | -1.4 | -3.1 | -8.7 | -1.6 |
| CC(=O)c1ccc(OCCCOc2cccc3cccnc23)cc1 | -0.1 | 2.3 | -53.1 | -4.7 | -2.1 | -2.8 | -5.5 | -3.4 | -2.5 | -3.1 | -36.4 |
| Cc1cccc(NS(=O)(=O)c2coc(C(N)=O)c2)c1C | 0.2 | 2.5 | 3.7 | 1.7 | -0.9 | -3.1 | -3.5 | -0.9 | 0.5 | -1.1 | 1.3 |
| CCc1nc(N2CCN(Cc3ccc4c(c3)OCO4)CC2)c2oc3ccccc3c2n1 | -1.9 | 1.7 | -23.4 | 1.9 | -1.7 | 5.5 | 0.0 | -1.1 | -2.5 | -4.2 | -20.6 |
| CCOC(=O)c1sc(NC(=O)Nc2ccc(Cl)cc2)nc1C | 0.5 | 0.6 | 2.7 | 3.2 | -0.5 | -2.6 | 4.6 | 1.7 | 0.1 | 4.9 | 3.8 |
| CCOc1ccccc1NC(=O)CCS(=O)(=O)c1ccc(OC)cc1 | -0.1 | 2.8 | -2.8 | 0.2 | -0.5 | 5.3 | -2.8 | 1.9 | -2.3 | -7.0 | 5.9 |
| Cn1c(SCC(=O)Nc2ccc3[nH]c(=O)[nH]c3c2)nnc1-c1ccccc1 | -0.3 | 0.0 | 0.3 | 0.8 | 0.1 | 9.1 | -2.6 | -0.9 | -2.5 | -5.8 | 7.3 |
| N#CC1=C(N)Oc2cc(N)ccc2C1c1cc(Br)cs1 (stereo not drawn) | -0.9 | 1.7 | -121.0 | -2.1 | -0.7 | 6.0 | 2.2 | -1.1 | -1.5 | -8.9 | -113.1 |
| CCN(CC)C(=O)CSc1nc2ccc(NC(=O)CSc3nnc(COc4ccccc4C)n3C)cc2s1 | -1.7 | -2.8 | -0.8 | -0.4 | -1.8 | 0.9 | -1.7 | -3.6 | -2.6 | 0.5 | 3.5 |
| Cc1nc2ccc(NC(=O)N3CCOCC3)cc2nc1C | -0.9 | 1.6 | i | -2.6 | -0.9 | 1.0 | / | -0.3 | -0.1 | -272.5 | -449.7 |
| COc1cccc(C(=O)N2CCN(C(=O)c3cccs3)CC2)c1OC | -0.6 | 0.4 | 0.7 | 3.0 | -0.9 | -0.8 | 6.2 | -1.1 | 1.7 | -4.3 | -1.4 |
| Cc1cc(C=O)c(C)n1-c1ccc(N2CCOCC2)cc1 | -0.6 | 0.6 | -3.1 | 2.7 | -1.0 | -2.1 | 2.9 | -0.6 | -0.6 | -2.2 | -3.7 |
| CN(C)C(CNC(=O)CCCN1C(=O)c2cccc3cccc(c23)C1=O)c1ccccc1 (stereo not drawn) | -0.2 | -0.4 | -44.7 | -3.8 | -1.9 | -1.0 | -1.2 | -4.6 | -2.4 | -99.7 | -24.8 |
| CCN(CC)S(=O)(=O)c1ccc(Cl)c(C(=O)N2CCc3ccccc32)c1 | -2.1 | -3.0 | -0.1 | -3.3 | -2.1 | 2.6 | 0.0 | -4.0 | -3.3 | -0.4 | 4.0 |
| COc1ccccc1CNC(=O)C1CCN(Cc2nc(-c3cccc(Cl)c3)oc2C)CC1 | -0.1 | -0.6 | 0.7 | -2.1 | -1.8 | 5.6 | -4.3 | -0.7 | -2.3 | -1.6 | -2.0 |
| COC(=O)c1ccc(CNC(=O)c2ccc3c(c2)S(=O)(=O)N=C2CCCCCN23)cc1 | -0.1 | -0.5 | -7.2 | 0.0 | -0.8 | 0.4 | 4.5 | -1.6 | -2.9 | -4.6 | 0.6 |
| O=C1c2ccccc2C(=O)N1c1cccnc1 | -0.7 | -0.6 | 2.2 | -0.4 | -0.9 | 1.0 | 6.8 | -0.8 | -0.6 | -3.9 | -2.3 |
| COC(=O)c1cc(S(=O)(=O)NCC2CCN(Cc3cccc(F)c3)CC2)c[nH]1 | -0.1 | 0.6 | -2.6 | -2.6 | -1.1 | 2.5 | 1.3 | 1.5 | -1.3 | -0.7 | 2.9 |
| Cc1cc(C)cc(OCC(=O)NNC(=O)CC(C)c2ccccc2)c1 (stereo not drawn) | -0.6 | -0.2 | 0.3 | 1.0 | -1.6 | -1.2 | 2.5 | 0.0 | -2.7 | -4.2 | 2.7 |
| CC(=O)c1cccc(-c2cnc3c(NC=O)cc(-c4ccc(N5CCN(C)CC5)cc4)cn23)c1 | 1.8 | / | -56.4 | 6.4 | -0.6 | 0.4 | 0.8 | -1.8 | 16.7* | -3.2 | -41.7 |
| CN(C(=O)COC(=O)CNC(=O)c1ccc2ccccc2c1)c1c(N)n(Cc2ccccc2)c(=O)[nH]c1=O | 1.2 | 0.3 | -8.8 | -0.1 | -0.9 | -2.2 | -2.8 | 0.4 | -2.0 | -4.8 | 1.1 |
| CC(NC(=O)COC(=O)c1ccc2c(c1)OCO2)c1ccccc1 (stereo not drawn) | 1.1 | -0.9 | -1.0 | -2.3 | -1.8 | 0.5 | 4.0 | 1.4 | -2.6 | -0.5 | 2.2 |
| O=C(Nc1cccc(C(=O)NC2CCCC2)c1)c1ccccc1 | -1.8 | 0.1 | -7.3 | -0.7 | -0.9 | -0.1 | 5.2 | -1.8 | -0.1 | -6.2 | 0.1 |
| Cn1c(=O)c2cc(NC(=O)NCCc3ccccc3)ccc2n1Cc1ccccc1 | -0.5 | / | -479.7 | 1.5 | -0.3 | 0.2 | -1.7 | -0.4 | -3.1 | i | -363.7 |
| CCSc1nnc(CNc2ccc(C)cc2)n1C | 0.6 | 1.8 | -4.2 | 6.7 | -0.3 | 10.6 | 0.3 | 2.7 | 1.7 | -7.4 | 4.8 |
| Cc1nn(C(=O)c2cccc([N+](=O)[O-])c2)c(C)c1Sc1ccccc1 | -0.9 | 0.5 | 4.9 | -1.7 | -1.0 | 4.9 | 4.7 | -1.1 | -1.8 | 0.2 | 1.7 |
| CCC/C(=N\NC(=O)c1csc(C)c1C)c1cccs1 | 1.1 | 0.5 | -2.2 | 2.0 | -0.3 | -2.5 | -0.1 | 0.5 | 2.4 | -4.0 | -0.1 |
| Cc1cnc(C(=O)OCC(=O)c2ccc(F)cc2)cn1 | 1.3 | 0.6 | -7.7 | -1.6 | -1.4 | 4.3 | 6.1 | -1.0 | -3.2 | -2.1 | 0.0 |
| CC(C)(C)CC(=O)N1CCN(c2ccc(S(=O)(=O)N3CCOCC3)cc2[N+](=O)[O-])CC1 | -1.3 | -0.3 | -8.6 | 0.1 | -0.5 | 2.0 | -2.3 | -0.1 | -1.4 | -3.6 | 3.1 |
| Cc1cc(C)n2nc(SCC(=O)c3c(N)n(CC(C)C)c(=O)n(C)c3=O)nc2n1 | -0.9 | 0.0 | -2.1 | -1.0 | -1.6 | 6.6 | -4.1 | -2.4 | -1.6 | -3.1 | -2.1 |
| CCCc1nc2cc(Cl)c([N+](=O)[O-])cc2o1 | 0.0 | 1.6 | -3.1 | 0.5 | -1.3 | -1.6 | 1.8 | 1.4 | -1.7 | -6.4 | -0.4 |
| CCN1CCN(C(=O)C2CCN(C(=O)Nc3ccccc3)CC2)CC1 | -0.3 | 0.3 | -1.1 | -0.1 | -0.1 | 5.4 | 2.5 | 0.5 | 0.0 | -3.2 | -1.6 |
| O=C(CSc1nccn1-c1cccc(Cl)c1)NO | 0.2 | -0.4 | -7.0 | 2.9 | -2.1 | -3.1 | 0.9 | -1.0 | -4.2 | 1.5 | 2.1 |
| O=C(N/N=C/c1c(O)ccc2ccccc12)c1ccc(Br)o1 | -0.3 | 0.5 | -58.6 | -3.3 | -1.0 | 1.7 | -11.8 | -0.1 | -0.2 | 1.1 | -40.8 |
| C/C=C/C(=O)OCC(=O)Nc1ccc(OC)c(Cl)c1 | 0.0 | -0.9 | 1.9 | 1.9 | -1.2 | 2.7 | -4.4 | -0.3 | 5.3 | -0.3 | -0.1 |
| NC(=O)c1c[nH]c2ccccc12 | -0.1 | 1.1 | 7.0 | -0.7 | -0.6 | 2.8 | 1.3 | 4.5 | 1.9 | -0.2 | 3.2 |
| O=C(O)COc1ccccc1/C=N/NC(=O)CSc1nnc(SCc2ccccc2)s1 | 0.2 | 0.7 | -9.9 | 0.2 | -0.3 | 3.8 | -0.2 | -1.3 | -0.3 | -8.9 | 4.5 |

Assay outcomes: PubChem BioAssay, several laboratories
